# High-throughput results deposited in PubChem BioAssay by National Center for Advancing Translational Sciences (NCATS).
# MCF10A rereplic: A quantitative high throughput screen for small molecules that induce DNA re-replication in MCF 10a normal breast cells. 2.9% of 350,000 active. Potency, µM (doses to about 46.1 µM), for the others: at the top dose activity, positive = re-replication, actives largely listed as activators. MCF 10A DNA re-replication, Hoechst nuclear intensity, 48 h; also: potency is read from the fitted curve at half-maximal effect; % of control where 0% means no effect; nearly all actives have a fitted effect of over 50% in size
# IL-1B inflam inh: qHTS for Inhibitors of Inflammasome Signaling: IL-1-beta AlphaLISA Primary Screen; THP-1 LPS/ATP IL-1B secretion, AlphaLISA, 16 h; hits give low values; activity change, % at 57.5 µM; 4.7% of 360,000 active; AID 743279, 2014; in the data active = activity change below about -50%; inconclusive = mostly about -30% to -49%; also: % is scaled to controls: 0 for no effect and ±100 for the full control effect
#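 THP-1 cells pretreated 1 hr with compounds (up to 57.5 uM final), then stimulated with LPS (250 ng/mL final) plus ATP (1.25 mM final); secreted IL-1B measured by AlphaLISA after 16 hr, decreased signal indicating inhibition.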
# HT1080NT lethal: qHTS for induction of synthetic lethality in tumor cells producing 2HG: qHTS for the HT-1080-NT fibrosarcoma cell line. HT-1080-NT fibrosarcoma viability, CellTiter-Glo ATP luminescence, 48 h. AID 686970, 2013. Potency, µM (titrated, usually from 46.1 µM), inactives show at the highest dose activity, negative = less viability, actives largely listed as cytotoxic. 1.6% of 360,000 active;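 also: NT is the 2HG producing partner of a matched IDH1 knockdown line; potency is read from the fitted curve at half-maximal effect; 0% = DMSO-treated cells and -100% = media-only wells without cells; nearly all actives have a fitted effect of over 55% in size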
#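 Viability of the 2HG-overproducing fibrosarcoma line after 48 hours of compound exposure at 37 degrees C was determined by luminescence with CellTiter-Glo, and concentration-effect curves were then fitted and categorized.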
# ATXN viability: Viability Counterscreen for Primary qHTS for Inhibitors of ATXN expression. S2 cells (HEK-293 line with an ATXN2-luciferase reporter) viability, CellTiter-Fluor protease fluorescence, 24 h. Potency, µM (series often up to 56.7 µM), actives largely listed as cytotoxic. 0.49% of 400,000 active; also: potency is read from the fitted curve at half-maximal effect; nearly all actives have a fitted effect of over 40% in size
# HepG2 viability: qHTS for Inhibitors of TGF-b: Cytotox Counterscreen; HepG2 CAGA-GFP viability, ATP luminescence, 18 h; Potency, µM (top dose mostly 46.1 µM), for the others: at the highest dose activity change, negative = cytotoxicity, actives largely listed as cytotoxic; 0.76% of 410,000 active; AID 588856, 2011; also: potency is read from the fitted curve at half-maximal effect; some results filed as inactive show a strong effect at the top dose
#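 CellTiter-Glo luminescence gave cytotoxicity after 18 hours at 37 degrees C. The cells were HepG2 CAGA-GFP in 1% FBS DMEM, stimulated with 500 pg/mL TGF-beta after compound addition. %Activity was normalised to no-cell wells (complete cell-killing) and DMSO (no toxicity), and curves were fitted and classified.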
# ATXN2 expr inh: Primary qHTS for Inhibitors of ATXN expression; HEK-293 ATXN2-luciferase reporter, luminescence, 24 h; Potency, µM (highest dose often 57 µM), inactives show at the top dose activity change, negative = inhibition, most hits filed as inhibitors; 0.72% of 360,000 active; AID 1745845, 2022; also: potency is read from the fitted curve at half-maximal effect; % is scaled to controls: 0 for no effect and ±100 for the full control effect; nearly all actives have a fitted effect of over 55% in size
#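 ATXN2-luciferase reporter cells (luciferase flanked by upstream and downstream ATXN2 gene portions) were treated 24 h at 37 °C with compounds at up to 57 uM. SteadyGlo luminescence gave expression; GF-AFC fluorescence gave viability.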
# HT1080 IDH1KD tx: qHTS for induction of synthetic lethality in tumor cells producing 2HG: qHTS for the HT-1080-IDH1KD cell line. Potency, µM (series often up to 46.1 µM), for the others: at the highest dose activity, negative = toxicity, most hits filed as cytotoxic. 2% of 360,000 active. HT-1080 IDH1 knockdown viability, ATP luminescence, 48 h;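 also: potency is read from the fitted curve at half-maximal effect; 0% = DMSO wells and -100% = cell-free medium wells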
#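 After a 2 h attachment period, IDH1KD HT-1080 cells took pin-transferred compound for 48 h at 37 °C; ATP-based luminescence after 10 min room-temperature reagent incubation reported viability.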
# SW480 rereplic: A quantitative high throughput screen for small molecules that induce DNA re-replication in SW480 colon adenocarcinoma cells; SW480 DNA re-replication, Hoechst DNA content imaging, 48 h; Potency, µM (top dose mostly 46.1 µM), for the others: at the top dose re-replication activation, hits mostly activators; 1.8% of 340,000 active; AID 624297, 2012; also: potency is read from the fitted curve at half-maximal effect; % of control where 0% means no effect; nearly all actives have a fitted effect of over 55% in size
#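 Quantitative HTS format with DMSO vehicle controls; 48 hr drug incubation at 37 C, then 40 min Hoechst staining and scanning imager measurement at 405 nm excitation.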
# KB-3-1 cytotox: qHTS assay for MDR1-selective chemotherapeutics: Primary screen using the parental adenocarcinoma cell KB-3-1; KB-3-1 viability, CellTiter-Glo ATP luminescence, 72 h; Potency, µM (doses to about 46.1 µM), for inactives: at the highest dose activity change, negative = cytotoxic, hits mostly cytotoxic; 1.4% of 400,000 active; also: potency is read from the fitted curve at half-maximal effect; % is scaled to controls: 0 for no effect and ±100 for the full control effect; nearly all actives have a fitted effect of over 60% in size
#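 Parental KB-3-1 adenocarcinoma cells in phenol-red-free DMEM with 10% FBS were pin-treated with compounds at several concentrations, incubated 72 h at 37 °C, and viability read by CellTiter-Glo luminescence; concentration-effect curves were fitted after normalization.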
# The depositor's hits bear a star; i = inactive; ? = inconclusive; nt = no result given; & = joins results of further samples; [ ] = another dose, or the depositor's remark. Unless noted, calls follow the shape of the dose curve; as a rule, active = well fitted curve in the direction sought with a large enough effect; inconclusive = small, poorly fitted or top-dose-only effect, or another doubt; inactive = no such curve, though single readings can be large; an effect the other way counts as inactive or inconclusive. No enrichment for hits (roughly 8.9% active in at least one column).
SMILES,MCF10A rereplic,IL-1B inflam inh,HT1080NT lethal,ATXN viability,HepG2 viability,ATXN2 expr inh,HT1080 IDH1KD tx,SW480 rereplic,KB-3-1 cytotox
Cc1ccc(C(=O)NC(NC(=S)Nc2ccc(S(N)(=O)=O)cc2)C(Cl)(Cl)Cl)cc1 (stereo unspecified),9%,-76*,-6%,i,-19%,5%,-5%,2%,?
Cc1cccc(NC(=O)C2CCCN(c3cnccn3)C2)c1 (stereo unspecified),18µM*,3,6%,i,-8%,nt,0%,?,1%
CC1=C(C(=O)Nc2ccc(F)cc2F)C2(CCN(C(C)C)CC2)OC1=O,nt,nt,nt,i,1%,7%,nt,nt,-11%
CCOC(=O)c1nnn(-c2ccccc2C#N)c1C,3%,-4,15%,i,3%,7%,19%,-5%,20%
Cc1ccc(CC(=O)NCCCc2ccccc2)cc1,2%,0,-4%,i,-7%,-1%,0%,2%[9.22 µM],10%
COc1ccc(NC(=O)C2CCN(C(=O)[C@@H]3Cc4ccccc4CN3)CC2)cc1,11%,48,14%,i,0%,17%,9%,3%,6%
COC(CNC(=O)C(=O)NCC1OCCN1S(=O)(=O)c1ccccc1)OC (stereo unspecified),-1%,12,5%,i,0%,15%,-6%,3%,7%
Oc1ccc(C2=Nn3c(nnc3-c3ccco3)SC2)cc1O,7%,-25,?,i,-23%,-10%,?,-5%,?
CC(=O)Oc1ccc(C(=O)NC(C)CCc2ccccc2)cc1 (stereo unspecified),-3%,-1,1%,i,-35%,nt,2%,-5%,1%
Cn1c(CN2CCCC2)nc2cc(NC(=O)COc3ccc([N+](=O)[O-])cc3)ccc21,15%,-6,2%,i,-1%,-16%,13%,-5%,-13%
COc1ccc(N(CC(=O)NCCC2=CCCCC2)S(C)(=O)=O)cc1OC,2%,11,-5%,i,1%,4%,-14%,-18%,4%
Cc1cc(NC(=O)CCN2C(=O)C3C4C=CC(C4)C3C2=O)c2ccccc2n1 (stereo unspecified),-5%,-5,-10%,i,8%,-9%,-11%,-2%,-8%
Cc1cc(N2CCCCC2)nc2c(C)cccc12,?,37,14%,i,2%,-10%,9%,0%,17%
FC(F)(F)c1cccc(-n2cccc2/C=N/n2cnnc2)c1,22%,27,10%,?,5%,5%,-22%,-21%,-22%
COc1ccc(NS(=O)(=O)c2ccc(Oc3c(C#N)cccc3C#N)cc2)cc1,12%,-18,-21%,i,-28%,?,?,-9%,-21%
O=C(c1ccc(-c2ccccc2)cc1)N1CCC(C(=O)N2CCCC2)CC1,10%,-1,6%,i,4%,-22%,0%,-6%,-2%
Cc1cn(C)c(CC(=O)N2CCN(c3cccc(Cl)c3)CC2)c1C(=O)O,nt,nt,nt,i,3%,-6%,nt,nt,-10%
CC(=O)Nc1ccc(NC(=O)CN(c2ccc(F)cc2)S(=O)(=O)c2ccc3c(c2)OCCO3)cc1,-24%,26,-22%,i,4%,10%,-25%,-1%,6%
COc1ccc(CNC(=O)Cn2c(=O)n3nc(-c4cccc(F)c4)nc3c3ccccc32)cc1OC,nt,nt,nt,i,-12%,-4%,nt,nt,-2%
COc1ccc(NC(=O)CN2CCCCC2)cc1,-4%,16,11%,i,2%,30%,14%,1%,14%

# Two consecutive compounds from above:
SMILES,MCF10A rereplic,IL-1B inflam inh,HT1080NT lethal,ATXN viability,HepG2 viability,ATXN2 expr inh,HT1080 IDH1KD tx,SW480 rereplic,KB-3-1 cytotox
CC(=O)Nc1ccc(NC(=O)CN(c2ccc(F)cc2)S(=O)(=O)c2ccc3c(c2)OCCO3)cc1,-24%,26,-22%,i,4%,10%,-25%,-1%,6%
COc1ccc(CNC(=O)Cn2c(=O)n3nc(-c4cccc(F)c4)nc3c3ccccc32)cc1OC,nt,nt,nt,i,-12%,-4%,nt,nt,-2%

# More records follow:
SMILES,MCF10A rereplic,IL-1B inflam inh,HT1080NT lethal,ATXN viability,HepG2 viability,ATXN2 expr inh,HT1080 IDH1KD tx,SW480 rereplic,KB-3-1 cytotox
O=C(O)CN(c1ccccc1)C1SC(=O)NC1=O (stereo unspecified),-1%,3,10%,?,3%,-4%,4%,3%,12%
CC(C)N(Cc1ccccc1)C(=O)COc1ccccc1,-1%,3,17%,?,2%,nt,11%,14%,1%
Cc1ccc(S(=O)(=O)c2cnc(SCC(=O)Nc3ccc4c(c3)OCCO4)[nH]c2=O)cc1Cl,nt,nt,nt,?,4%,-2%,nt,nt,2%
Cn1c(=O)[nH]c2ncccc21,-6%,7,6%,i,-16%,-6%,10%,-10%,19%
CCC(=O)N/C(=N/c1nc(C)cc(C)n1)Nc1cccc(OC)c1,28%,-6,-4%,i,-5%,-23%,11%,?,11%
O=C(COc1cc(F)ccc1[N+](=O)[O-])Nc1cc(S(=O)(=O)N2CCCC2)ccc1Cl,12%,-7,4%,?,-8%,3%,-9%,2%,11%
O=C1c2cccc3cc(Br)cc(c23)C(=O)N1Nc1ccc(Br)cc1,29%,0,-15%,i,-7%,-31%,-15%,nt,?
CC1(c2nnc(-c3ccc(F)cc3)o2)CC(c2cccc(Cl)c2)=NO1 (stereo unspecified),?,0,-4%,i,-20%,-3%,-18%,29%[9.22 µM],0%
Cc1nn2c(-c3ccccc3)cc(-c3ccccc3)nc2c1-c1ccc(Cl)cc1,nt,nt,nt,i,-11%,7%,nt,nt,-3%
Cc1nc(SCc2ccccc2)c2oc3ccccc3c2n1,5%,0,-6%,i,-6%,-13%,-6%,0%,16%
CN1CCN(CCCNC(=O)c2ccc(/C=C3\Oc4ccccc4N(Cc4ccc(Cl)cc4)C3=O)cc2)CC1,?,-78*,-9%,?,-117%,nt,-28%,7%,-10%
C[C@H](NC(=O)c1[nH]cnc1C(=O)Nc1ccc(Cl)cc1)C(=O)OC(C)(C)C,6%,-3,13%,i,2%,-6%,5%,1%,-29%
CC(=O)c1ccc(NC(=O)CN2C(=O)c3cccnc3Sc3ccccc32)cc1,nt,nt,nt,i,-3%,32%,nt,nt,-4%
O=C(NNS(=O)(=O)c1ccccc1F)c1ccccc1-n1cccc1,-12%,12,-1%,i,5%,-7%,-2%,-22%,5%
NC(=O)c1ccccc1NC(=O)Cc1cccs1,2%,49,7%,i,5%,6%,16%,-3%,9%
CCn1nc(C)c(/C=C/C(=O)Nc2ccc(C)cc2C)c1C,?,-5,0%,i,-31%,-22%,-3%,-12%,0%
CN(Cc1c(O)ccc2c1oc(=O)c1ccccc12)C1CCCCC1,?,9,5%,?,-14%,-28%,-26%,6%,?
COc1cc2c(cc1OC)C(COc1cc(C)cc(C)c1)N(C(=O)c1ccc(S(=O)(=O)N3CCCC3)cc1)CC2 (stereo unspecified),nt,nt,nt,i,-13%,14%,nt,nt,1%
O=C(CSc1nc(O)cc(=O)n1-c1ccccc1)Nc1ccc2c3c(cccc13)CC2,0%,42,26%,i,-22%,-12%,-2%,-4%,1%
Cc1cc(OCc2cc(C(=O)N(C)C(C)c3ccccn3)no2)cc(C)c1Cl (stereo unspecified),?,-12,-21%,i,-23%,20%,-13%,-12%,1%
Cc1ccc(OCC(=O)Nc2ccc3oc(=O)ccc3c2)c(C)c1,5%,-7,-19%,i,4%,-23%,-10%,-1%,-9%
COc1cc(NC(=O)CSc2nncn2C)cc(OC)c1OC,-21%,4,0%,i,-18%,13%,-1%,-55%[inhibitor],-20%
COc1ccc(OCCCCOc2ccccc2Cl)cc1,1%,-6,10%,i,3%,9%,0%,-12%,-4%
N#Cc1ccc(Oc2ccc(-c3nc4ccccc4nc3-c3ccccc3)cc2)cc1C#N,11%,-4,-9%,i,-15%,-5%,-11%,-15%,-25%
CSC(=NCCCN1CCOCC1)NS(=O)(=O)c1cccs1,8%&1%,-12&7,16%&22%,i,-7%&0%,3%&6%,17%&17%,-18%&-3%,23%&-1%
O=C(Nc1nc(-c2ccccn2)cs1)C12CC3CC(CC(O)(C3)C1)C2,7%,33,-4%,i,-25%,-10%,0%,2%,-8%
CN(Cc1ccco1)C(=O)Cn1ncc2c([nH]c3ccccc32)c1=O,11%,-2,-1%,i,-10%,nt,-4%,-8%,-1%
CC[C@H](C)[C@@H]1NC(=O)c2cc([N+](=O)[O-])cc(I)c2NCC[C@@H](C(N)=O)NC(=O)[C@H](CCCN=C(N)N)NC1=O,1%,-3,13%,i,0%,3%,?,0%[9.22 µM],11%
COc1cc(OC)cc(C(=O)Nc2ccc(S(=O)(=O)Nc3onc(C)c3C)cc2)c1,nt,nt,nt,i,-66%,-1%,nt,nt,11%
COc1cc(NC(=S)NC(=O)c2cccs2)ccc1NC(=O)C(C)C,9%,-12,2%,i,-11%,7%,1%,5%,9%
O=C(c1ccc(F)cc1)N1CCN2C(=O)c3ccccc3C12c1ccccc1 (stereo unspecified),3%,-19,9%,?,25%,-5%,1%,1%,-2%
Cc1onc(-c2c(F)cccc2Cl)c1C(=O)OCC(=O)NCc1ccccc1,12%,-25,10%,i,-5%,-3%,0%,-6%,9%
O=C(CC(Sc1ccccc1)c1cccs1)c1ccco1 (stereo unspecified),-6%,-70*,?,i,-29%,0%,?,0%,-5%
CCN1CCN(C(c2ccccc2Cl)c2sc3nc(-c4ccco4)nn3c2O)CC1 (stereo unspecified),nt,nt,nt,i,-1%,-9%,nt,nt,0%
O=C(Nc1ccccc1)c1ccc(CSc2ccccn2)cc1,1%,-12,-4%,i,-47%,14%,?,2%[9.22 µM],?
Cc1ccc(C2C(C#N)=C(N)Oc3n[nH]c(-c4cccnc4)c32)o1 (stereo unspecified),-4%,6,10%,i,-3%,4%,-5%,0%,-10%
